Compound activity: PubChem BioAssay, Small Molecule Screening Facility, UW Madison
SSB-PriA inh = inhibitors of Klebsiella pneumoniae PriA binding to SSB C-terminal tail | AID 1272365 | inhibition, % at 33 µM | hit rate 0.6% among 430,000 | AlphaScreen SSBct-PriA binding, biotinylated peptide; in the data active = inhibition mostly above about 37%, no sharp cut-off; inactive = mostly below about 20%;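 also: plate controls were negative control peptide for no effect and reference peptide for full effect; strong numbers were not always called active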
* hit, by the source's call; & = joins results of further samples. A portion of the library; count on the stated rates, not on these rows.

SMILES	SSB-PriA inh
O=C(NC1C=CS(=O)(=O)C1)C12CC3CC(CC(C3)C1)C2 (stereo not drawn)	-4
COC(=O)c1ccc(NC(=O)Cn2nc(-c3cccs3)n(C3CC3)c2=O)cc1	-4
CCOc1ccc(-n2nnnc2SC(C)C(=O)Nc2ccccc2C#N)cc1 (stereo not drawn)	-25
O=C(NCc1ccc2c(c1)OCO2)C(=O)NC[C@@H](c1ccsc1)N1CCCC1	-15
O=C(Cn1cccn1)N1CCN(C2CCCCC2)CC1	-10
CC(=NNC(=O)c1cc(Br)ccc1O)c1ccccn1	-11
O=C(NNC(=O)c1cccc(Br)c1)Nc1ccc(Cl)c(Cl)c1	-5
Cc1ccc(C(=O)NN=Cc2ccc([N+](=O)[O-])s2)cc1	-13
COc1nc(OCC(N)=NO)nc(N2CCOCC2)n1	-7
O=C(c1ccccc1)c1ccccc1C(=O)N1CCN(c2ccc(-n3cncn3)nn2)CC1	-14
CC(=NNC(=O)c1c(Br)c(C)nn1C)c1ccc(NC(=O)C(C)Oc2ccc(Cl)cc2C)cc1 (stereo not drawn)	-9
Clc1ccc2nc(SCCc3ccccc3)[nH]c2c1	-15&-3

3 entries already listed, sorted by number of heavy atoms, low to high:
SMILES	SSB-PriA inh
Clc1ccc2nc(SCCc3ccccc3)[nH]c2c1	-15&-3
Cc1ccc(C(=O)NN=Cc2ccc([N+](=O)[O-])s2)cc1	-13
O=C(NCc1ccc2c(c1)OCO2)C(=O)NC[C@@H](c1ccsc1)N1CCCC1	-15

(more compounds)
SMILES	SSB-PriA inh
c1ccc(-c2nnc(-c3ccccn3)nc2-c2ccccc2)cc1	54
COc1ccc(CC(=O)Nc2cc(C)nn2-c2nc(-c3ccc(F)cc3)cs2)cc1OC	-7
COc1ccc(-c2cn3c(C(=O)N(C)Cc4ccccc4)csc3n2)cc1	-15
O=C(Cn1cc(OCc2ccccc2F)c(=O)cc1CO)NCC1CCCO1 (stereo not drawn)	-1
CCOC(=O)C1=C(C)N=c2sc(=Cc3ccc(OCC(=O)O)cc3)c(=O)n2C1c1ccc(OC)cc1OC (stereo not drawn)	-5
O=C(NCCS(=O)(=O)N1CCN(c2ccccc2)CC1)c1cc([N+](=O)[O-])ccc1Cl	-1
O=C1C[C@@]2(CCN(C(=O)C3(c4ccccc4)CCOCC3)C2)Oc2ccccc21	-3
CCOC(=O)N1CCN(C(=O)CSc2nc(-c3ccccc3F)nc3c2c(=O)n(C)c(=O)n3C)CC1	-26&-4
Cn1nc2c(c1NC(=O)c1cc(Cl)sc1Cl)CCC2	-6
O=C(Nc1nc2c(s1)CN(C(=O)CCSc1ccccc1)CC2)c1cnccn1	-6
O=C(Nc1ccccn1)Nc1c[nH]c2ccccc12	30
Cc1ccccc1-n1c(CC2CCN(C(=O)Cn3ncccc3=O)CC2)n[nH]c1=O	-3
N#Cc1c(SCc2ccccc2)nc2c(c1C1CC=CCC1)CCC2 (stereo not drawn)	-24
Nc1nc2ccccc2n1N=Cc1ccc(Br)cc1	-2
CC(=NO)c1ccc(Cl)c(Cl)c1	-4
COc1ncc(NC(=O)COc2ccccc2)c(OC)n1	-15
Cn1cccc1C(O)CNC(=O)CN1C(=O)CCC1=O (stereo not drawn)	-13
O=[N+]([O-])c1cccc(C=NNS(=O)(=O)c2ccccc2)c1	1
O=C(Nc1cccc(Cl)c1)c1oc2ccccc2c1NC(=O)c1cccc2ccccc12	-14
Cc1onc(-c2ccccc2Cl)c1C(=O)NCC(C)(O)c1cc2ccccc2s1 (stereo not drawn)	-24
CNC(=O)c1c(NC(=O)c2cc3cc([N+](=O)[O-])ccc3s2)sc(C)c1C	-3
Cc1ccc(-n2c(O)c(C=NNC(=O)c3ccncc3)c(=O)[nH]c2=O)cc1	10
CCOC(=O)c1c(NC(=O)CCSc2nc(N)c3c4c(sc3n2)CCCC4)sc(C)c1C	-11&-7
O=S(=O)(Cc1noc2ccccc12)NCc1ccccc1Cl	-5
CCCc1c(C(=O)NN=Cc2ccc(C)s2)nnn1-c1nonc1N	8
O=C1CC[C@@H](C(=O)N2CCC(Oc3cnccn3)CC2)N1	-5
CC(CC(=O)Nc1cccc2c1CCCC2)=NNC(=O)c1cccc2ccccc12	-9
CSc1ccccc1C(=O)Nc1nc(-c2ccc(F)cc2)cs1	11
COc1ccc(OC)c(S(=O)(=O)NC2CCCC(OC(=O)Nc3ccccc3)C2)c1 (stereo not drawn)	8
CCS(=O)(=O)C1CN(C(=O)c2ccc(OCC(C)C)nc2)C1	-20
O=C(COc1ccc(Cl)cc1Cl)NCC(c1ccsc1)N1CCCCCC1 (stereo not drawn)	-9
CCOC(=O)c1ccc(N2C(=O)C3Sc4[nH]c(=O)sc4C(/C=C/c4ccccc4)C3C2=O)cc1 (stereo not drawn)	-6
COC(=O)c1ccc(/C=C2\SC(=S)N(c3cccc(C(F)(F)F)c3)C2=O)cc1	4
CC(=NNC(=O)CSCc1ccc(Cl)cc1)c1cccc(NC(=O)c2ccccc2)c1	-3
O=C(Cn1cccc(-c2nc(-c3ccc(Cl)cc3)no2)c1=O)NCc1ccco1	-28
Cc1nc(Nc2ccc(NC(=O)c3ccc(F)cc3Cl)cc2)cc(-n2cccn2)n1	-12

Reformatted: 4 of the compounds above.
c1ccc(-c2nnc(-c3ccccn3)nc2-c2ccccc2)cc1
  SSB-PriA inh = 54

COc1ccc(CC(=O)Nc2cc(C)nn2-c2nc(-c3ccc(F)cc3)cs2)cc1OC
  SSB-PriA inh = -7

COc1ccc(-c2cn3c(C(=O)N(C)Cc4ccccc4)csc3n2)cc1
  SSB-PriA inh = -15

O=C(Cn1cc(OCc2ccccc2F)c(=O)cc1CO)NCC1CCCO1 (stereo not drawn)
  SSB-PriA inh = -1

Next compounds.
SMILES	SSB-PriA inh
O=C(COc1ccccc1)NCc1nnc(SCC(=O)N2N=C(c3cccs3)CC2c2ccc(F)cc2)n1-c1cccc(Cl)c1 (stereo not drawn)	-2
CCOC(=O)c1c(NC(=O)CSc2nnc3ccccn23)sc2c1CCCC2	6
COCCNC(=O)Cc1ccc(NS(=O)(=O)Cc2cc(F)ccc2F)cc1	2
CCCc1ccc(S(=O)(=O)Nc2ccc3c(c2)N(C(=O)C(C)(C)C)CC3)cc1	6
COC(=O)c1ccc(C(=O)Nc2nc3c(Cl)ccc(Cl)c3s2)cc1	2
CS(=O)(=O)N1CCC(c2ccccc2)C1 (stereo not drawn)	-20
CN(C)S(=O)(=O)c1ccc(-c2nnc(NC(=O)c3ccc4c(c3)OCO4)o2)cc1	-10
CCN1C(=O)c2cccc3c(NC(=O)C4CCN(S(=O)(=O)c5cccs5)CC4)ccc1c23	-5
CCOC(=O)c1csc(NC(=O)COc2ccccc2)n1	-11
O=C(NCC1CCN(Cc2ccccc2)CC1)c1ccco1	-6
COc1ccccc1NC(=O)NCC1(OC)Cc2ccccc2C1	10
COc1ccc(-c2nn(CCC(=O)O)cc2/C=C(/C#N)C(N)=O)cc1OC	7
O=C(CON=Cc1ccc(OC(F)F)cc1)NCc1ccc(F)cc1	-11
CCc1nnc(C2CCN(C(=O)Cc3ccc(F)cc3)CC2)s1	4
Fc1ccc2nc(NCc3ccccn3)sc2c1	-8
COc1ccc(C=NN=C2NC(=O)C(CC(=O)NC(N)=O)S2)cc1 (stereo not drawn)	5
O=C1CSC(=S)N1N=Cc1ccc(O)c([N+](=O)[O-])c1	-9
COc1cccc([C@@H]2CC(c3cccs3)=NN2C(=O)CN2CCOCC2)c1OC	-6
CCOc1ccccc1NC(=O)N(Cc1ccco1)Cc1nn(C)c2c1CCC2	17
CC(C)N(C(=O)COC1C(C2COC3(CCCCC3)O2)OC2OC3(CCCCC3)OC21)c1ccccc1 (stereo not drawn)	-7
COc1ccc(N(C(=O)Nc2cccc(Cl)c2)C2=NCCC2)cc1Cl	-9
CN(C)c1ccc(C(=S)N2CCN(C(=O)c3cccs3)CC2)cc1	-20
O=C(C1c2ccccc2Oc2ccccc21)N1CCN=C1SCc1ccc([N+](=O)[O-])cc1	-2
COc1ccc(F)cc1S(=O)(=O)NCCn1nc(-n2cncn2)ccc1=O	-4
O=C(c1ccc(Cl)cc1)N1C2CCC1CC(S(=O)(=O)c1ccccc1)C2 (stereo not drawn)	-6
COc1cccc(C=NNc2ccc([N+](=O)[O-])cn2)c1O	2
O=C(Cn1cnc2c(-c3ccc(Cl)cc3)csc2c1=O)NCCCc1ccccc1	-17
CN(C)CCCCCCCCCCC(=O)C=NO	-15
Cc1ccccc1Cn1cnc2c(cnn2CCNC(=O)c2ccc(S(=O)(=O)N(C)C)cc2)c1=O	4
O=C(Cc1ccc(F)cc1)Nc1ccc2c(c1)CN(C(=O)C1CC1)CC2	-4
NC(=NOC(=O)C12CC3CC(CC(C3)C1)C2)c1ccccn1	-1
CC(=O)Nc1ccccc1SC(CC(=O)c1ccco1)c1ccc2c(c1)OCO2 (stereo not drawn)	17
O=C(Nc1ccc2c(c1)C(=O)N1CCCC[C@H]1CCO2)c1cc(C2CC2)on1	-12
O=C(CCCCl)Nc1nc2c(Cl)cccc2s1	2
CCn1c(=NC(=O)CCS(=O)(=O)c2ccccc2)sc2cc(Br)ccc21	3
O=C(NCCOc1ccc2c(c1)OCO2)c1cccs1	8

Retrieved by structure from the entries so far, four records:
SMILES	SSB-PriA inh
O=C(Cn1cccn1)N1CCN(C2CCCCC2)CC1	-10
O=C(Nc1nc2c(s1)CN(C(=O)CCSc1ccccc1)CC2)c1cnccn1	-6
O=C1CC[C@@H](C(=O)N2CCC(Oc3cnccn3)CC2)N1	-5
COc1ccc(CC(=O)Nc2cc(C)nn2-c2nc(-c3ccc(F)cc3)cs2)cc1OC	-7

(listing goes on)
SMILES	SSB-PriA inh
C=CCSCC(=O)Oc1ccc(/C=N\NC(N)=S)cc1OC	-4
Cc1noc(-c2ccc(N3CCCC(C(=O)NCc4c(C)noc4C)C3)nc2)n1 (stereo not drawn)	-11
CC(=NNC(=O)NC1CCCCC1)c1ccc(OC(F)F)cc1OC(F)F	3
Cc1nnsc1C(=O)NCC(O)Cn1ccccc1=O (stereo not drawn)	-2
O=C(CCc1csc2nc(-c3ccc(Cl)cc3)cn12)NCCc1ccccc1	-10
CCOc1ccc(-c2csc(-n3nc(C)cc3NC(=O)c3cccs3)n2)cc1	-10
O=C(Nc1nc2c(s1)CCC[C@H]2C(=O)Nc1ccc2c(c1)OCCO2)c1ccc2c(c1)OCO2	3
CSc1ccc([C@@H](O)CNC(=O)c2cccc(C#N)c2)cc1	2
Cc1ccc(NC(=O)CC2CCCCN2S(=O)(=O)c2ccccc2)cc1F (stereo not drawn)	9
O=C(c1ccc(F)cc1Cl)N1CCOC[C@@H]1CO	-14
O=C(CSc1nnc(-c2cccnc2)n1-c1ccccc1)c1ccccc1	7
Cc1cccc(-n2ncc3c(=O)[nH]c(-n4nc(C)cc4NC(=O)COc4ccc(C(C)C)cc4)nc32)c1	-10
CCOc1ccc(S(=O)(=O)c2cnc(SCC(=O)Nc3cccc(OC)c3)[nH]c2=O)cc1	-8
CCOc1ccc(NC(=O)c2ccc(F)c(S(=O)(=O)N3CC(C)CC(C)C3)c2)cc1 (stereo not drawn)	-3
Cc1cc(S(=O)(=O)N2CCCCC2CCNC(=O)Nc2cccc(Cl)c2)ccc1F (stereo not drawn)	-9
O=C(Cn1cnc(-c2ccccc2)cc1=O)N1CCN(c2ccccc2Cl)CC1	-10
O=C(CCn1cnc2c([nH]c3ccccc32)c1=O)N1CCN(c2ccccn2)CC1	-12
COc1ccccc1N1CCN(CCNC(=O)Cc2cccs2)CC1	-14
COc1cncc(OC2CCN(C(=O)CCc3cccc(C)c3)C2)n1 (stereo not drawn)	-7
COc1ccc(C=NNc2cc(C)nc(N)n2)cc1	6
Cc1cc(C)cc(NC(=O)Nc2c(C)nc3cc(C)ccn3c2=O)c1	-2
O=C(NCCn1nc(-n2cncn2)ccc1=O)C1CCN(c2ccc(-n3cccn3)nn2)CC1	-9
COC(=O)C1C2c3ccccc3OC1(C)N=c1sc(=Cc3cnn(C)c3)c(=O)n12 (stereo not drawn)	2
Cc1ccc(S(=O)(=O)c2nc(-c3ccc(Cl)cc3Cl)oc2N2CCOCC2)cc1	-7
O=C(O)c1ccc(C=NN2CCN(Cc3ccccc3)CC2)cc1	9
CCCOc1ccc(CCC(=O)N2CCC(S(=O)(=O)CC(C)C)CC2)cc1	-12
CCCOc1cc(S(=O)(=O)NCCCn2ccnc2)ccc1Cl	21
COc1ccccc1N(C[C@H](O)COc1c(C)cc(C)cc1C)S(=O)(=O)c1ccccc1	-20
O=C(NCC[C@H](O)c1ccsc1)C(=O)Nc1cccc(C(F)(F)F)c1	-9
Cc1cc(C(C)(C)C)cc(C(C)(C)C)[s+]1	2
CS(=O)(=O)c1ccc(CC(=O)N2CC(Oc3nc4c(F)cccc4s3)C2)cc1	4
COc1ccccc1OCC(=O)Nc1cc(C)nn1-c1nc2c(cnn2-c2ccc(F)cc2)c(=O)[nH]1	-8
O=C(Nc1nc(-c2ccccc2)cs1)c1ccc(N2C(=O)c3ccccc3C2=O)cc1	-3
CC1CN(CC(O)COCC2CC3CCC2C3)CC(C)O1 (stereo not drawn)	-8
Cc1ccc(C)c2sc(NC(=O)c3cccc(S(C)(=O)=O)c3)nc12	-11
COc1cc(OC)c(C2N(Cc3ccccc3)CCN2Cc2ccccc2)cc1Br	-18
Cc1ccc(S(=O)(=O)Nc2nc(C)cc(NN=Cc3ccc(O)cc3)n2)cc1	-11
COC(=O)CSc1cc(C(C)(C)C)nc2c(-c3ccc(Cl)cc3)c(C)nn12	-7
COc1ccc(Br)c(C(=O)NCC2CCN(C(=O)c3ccncc3)CC2)c1	-11
CCN(CC)c1nc2ccccc2nc1[C@@H](C#N)C(=O)NCCc1ccccc1	-9
